HTRA1 inh: inhibitors of human serine peptidase HTRA1. Q92743. recombinant HTRA1, FP-rhodamine activity-based probe, fluorescence polarization. inhibition, % at 5.96 µM. hit rate 0.5% among 340,000. AID 504803; in the data active = inhibition above about 36%;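 note: 0% = enzyme with DMSO and 100% = wells lacking enzyme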
Target sequence (Q92743 whole entry, looked up): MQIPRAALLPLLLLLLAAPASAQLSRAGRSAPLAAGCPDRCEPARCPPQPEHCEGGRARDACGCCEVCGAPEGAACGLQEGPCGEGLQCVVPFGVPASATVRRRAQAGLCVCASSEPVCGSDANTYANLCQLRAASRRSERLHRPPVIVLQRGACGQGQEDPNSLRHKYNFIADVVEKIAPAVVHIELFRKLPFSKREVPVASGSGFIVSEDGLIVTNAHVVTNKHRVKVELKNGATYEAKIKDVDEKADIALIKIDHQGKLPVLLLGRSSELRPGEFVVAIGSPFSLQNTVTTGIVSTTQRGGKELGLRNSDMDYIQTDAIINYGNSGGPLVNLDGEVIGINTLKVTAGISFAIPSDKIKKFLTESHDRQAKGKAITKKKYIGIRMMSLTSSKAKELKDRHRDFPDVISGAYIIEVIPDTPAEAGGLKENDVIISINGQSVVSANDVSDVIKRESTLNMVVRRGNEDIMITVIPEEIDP
PRMT1 inh: inhibitors of human PRMT1. Q99873. recombinant PRMT1, activity-based probe fluorescence polarization. inhibition, % at 2.79 µM. hit rate 1.3% among 370,000;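 active = inhibition above about 21% made by adding two undisclosed values, limit read from the data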
SIAE inh: human SIAE inhibition, primary screen; Q9HAT2; SIAE FP-Rh probe binding, fluorescence polarization; inhibition, % at 9.66 µM; hit rate 0.69% among 370,000; AID 1053197;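 active = inhibition above a cutoff: mean of compounds within the control limits plus 3 SD of those, cut at about 17% in these data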;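 note: 0% = plate median of compound wells and 100% = probe without SIAE protein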
TDP2 absorb: blocks human TDP2 phosphodiesterase activity. O95551. recombinant TDP2, T5PNP hydrolysis, p-nitrophenol absorbance 415 nm. inhibition, % at 12.8 µM. hit rate 0.34% among 370,000;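 active = inhibition above the mean of all tested compounds plus 3 SD, set per campaign, cut at about 25% in these data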;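 note: 0% = DMSO with enzyme and 100% = buffer with substrate but no TDP2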
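Incubation: 2 h at 37 °C; Test system: recombinant human TDP2; Quantity: enzyme 120 nM; Read-out basis: percent inhibition; Medium: 50 mM Tris-HCl pH 7.5 with Mg2+, KCl, DTT, BSA; Repeats: single replicate; Compound: 12.8 µM single point, 1% DMSO; Signal: epi absorbance; Reagent: 5 mM T5PNP chromogenic substrate; Benchmarks: no-enzyme high, DMSO-plus-enzyme low.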
ABHD4 inh: inhibits mouse alpha/beta hydrolase domain 4; Q8VD66; purified mABHD4, FP-Rh probe fluorescence polarization; hit rate 0.54% among 370,000; inhibition, % at 8.92 µM; AID 720543;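 active = inhibition exceeding the mean over every tested compound plus 3 SD, cut at about 30% in these data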;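 note: 0% = plate median of compound wells and 100% = S159A mutant with DMSO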
Target sequence (Q8VD66 whole entry, looked up, the tested form may be a part): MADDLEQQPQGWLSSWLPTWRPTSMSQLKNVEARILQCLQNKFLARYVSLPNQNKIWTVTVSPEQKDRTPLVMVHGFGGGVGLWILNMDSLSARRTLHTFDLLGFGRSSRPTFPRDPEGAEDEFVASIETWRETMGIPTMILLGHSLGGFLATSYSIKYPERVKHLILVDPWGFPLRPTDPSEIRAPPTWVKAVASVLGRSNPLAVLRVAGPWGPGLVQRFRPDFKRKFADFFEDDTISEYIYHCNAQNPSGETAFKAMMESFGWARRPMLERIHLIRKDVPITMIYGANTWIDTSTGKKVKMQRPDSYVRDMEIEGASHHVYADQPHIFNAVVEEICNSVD
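system = mouse ABHD4 enzyme, wild type | medium = HEPES pH 7.0, NaCl, Pluronic buffer | also added = FP-Rh probe | incubation = Enzyme–compound pre-incubation 45 min, then probe 60 min, both 25 °C | technique = fluorescence polarization, excitation 525 nm, emission 598 nm, BODIPY TMR filters | controls = S159A mutant high control, sample median low control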
NR1D1 modulator: modulators of human Rev-erb alpha DNA binding. P20393. hit rate 0.79% among 370,000. activity, % at 10 µM. Rev-erbα–FITC-DNA binding, fluorescence polarization, 90 min;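 active = activity above about 14%, limit read from the data; passing the limit was not always enough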;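 note: 0% = DMSO wells with 35 nM protein and 100% = DMSO wells with 750 nM protein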
TCR CD3 inh: blocks the human TCR-CD3 interaction. TAMRA-labeled TCR probe fluorescence, biochemical. inhibition, % at 9.4 µM. hit rate 0.37% among 360,000; in the data active = inhibition above about 19%;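 note: recombinant mutant TCR 2C K166C tagged with TAMRA read by polarization; 0% = receptor in buffer alone and 100% = receptor with positive control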
LEDGF integ inh: blocks HIV-1 LEDGF/p75-dependent DNA integration; TR-FRET IN-LEDGF/p75 DNA integration, Eu/Cy5; inhibition, % at 3.7 µM; hit rate 0.64% among 370,000; AID 743269;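 active = inhibition above the screen-wide mean plus 3 SD, cut at about 13% in these data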;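 note: signal is the Cy5 over europium emission ratio at 671 and 618 nm; 0% = plate median of compound wells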
rCAG binder: binds r(CAG) RNA repeats; r(CAG) RNA repeat, TO-PRO-1 dye displacement fluorescence; inhibition, % at 3 µM; hit rate 1.3% among 370,000; AID 651821;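 active = inhibition above the plate cutoff, the mean of all test compounds on that plate plus 3 SD, cut at about 35% in these data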;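 note: 0% = DMSO alone and 100% = 100 µM mitoxantrone as full dye displacement; higher means more dye released from RNA so lower well fluorescence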
PG9 binder: small molecules binding HIV-1 gp120 antibody PG9 | TR-FRET gp120-PG9 antibody binding | inhibition, % at 6.7 µM | hit rate 0.43% among 360,000 | AID 624416; in the data active = inhibition above about 8.5%
Numbers without * were called inactive; / = no result given. This is a subset. The share of hits here may be higher or lower than overall.

Key to letters – A = HTRA1 inh; B = PRMT1 inh; C = SIAE inh; D = TDP2 absorb; E = ABHD4 inh; F = NR1D1 modulator; G = TCR CD3 inh; H = LEDGF integ inh; I = rCAG binder; J = PG9 binder
smiles: Cc1cc(N2CCC(C(=O)N3CCN(c4cccc(C)c4C)CC3)CC2)n2ncnc2n1
  A: 6	B: 1	C: 5	D: -4	E: 0	F: -4	G: 3	H: -3	I: 0	J: 1.1
smiles: O=C(NCC1COc2ccccc2O1)c1cc2ccccc2o1 (stereo not given)
  A: -6	B: 2	C: 2	D: 6	E: -9	F: 5	G: -1	H: 0	I: 0	J: 2.2
smiles: CN(Cc1ccccc1)C(=O)CCSc1nc(-c2ccc3c(c2)OCO3)cc(C(F)(F)F)n1
  A: -5	B: -4	C: -2	D: 3	E: -2	F: 5	G: 4	H: 3	I: -1	J: 0.2
smiles: Cc1cccc(NC(=O)c2cccc(NC(=O)Cc3cccs3)c2)c1
  A: -55	B: 1	C: -11	D: 3	E: -8	F: 1	G: -2	H: 0	I: 2	J: -1.2
smiles: CN=C1NC(C)(C)C2CCC(C)(CC2)S1
  A: 4	B: -1	C: 0	D: -7	E: 4	F: -4	G: -3	H: -3	I: 0	J: 0.0
smiles: COc1ccc(N2CC(C(=O)N3CCc4ccccc43)CC2=O)cc1 (stereo not given)
  A: -1	B: 0	C: 1	D: 12	E: -3	F: -1	G: 3	H: 10	I: -1	J: 0.7
smiles: COc1ccc2nc3sc(C(=O)N4CCN(C)CC4)cc3cc2c1
  A: 5	B: -1	C: 4	D: 5	E: 8	F: 7	G: 4	H: 2	I: -3	J: -1.5
smiles: COc1ccc(CNC(=O)CCS(=O)(=O)c2ccc3c(c2)oc(=O)n3C)cc1
  A: 7	B: -3	C: 3	D: -14	E: 3	F: -3	G: -8	H: -1	I: 4	J: 0.6
smiles: O=c1onc(-c2c(F)cccc2F)n1-c1ccccc1Cl
  A: 22	B: 0	C: -2	D: -3	E: -2	F: 0	G: 0	H: -4	I: 4	J: -0.2
smiles: Cc1[nH]nc(-c2ccc(O)c(C)c2O)c1Oc1ccccc1
  A: 10	B: -2	C: 5	D: 1	E: -4	F: -1	G: 3	H: -1	I: 3	J: -0.9
smiles: COc1ccccc1N1CCN(C2CCCCC2NS(=O)(=O)c2ccccc2)CC1 (stereo not given)
  A: -13	B: 2	C: 11	D: 11	E: 22	F: 5	G: -3	H: -3	I: -4	J: -1.0
smiles: CCC(C)(C)C1CCC2(CC1)NC(=O)N(CC(=O)N1CCN(c3ccccc3OC)CC1)C2=O (stereo not given)
  A: -2	B: -2	C: -1	D: 12	E: 2	F: 6	G: 5	H: 0	I: 2	J: -0.3
smiles: CN(C(=O)c1ccc(NC(=O)Cc2cccc(NC(=O)C3CCCN(C(=O)C4CCC4)C3)c2)cc1)C1CC1 (stereo not given)
  A: 2	B: -2	C: 0	D: 3	E: 6	F: -3	G: -2	H: -3	I: 2	J: 0.6
smiles: O=C(COC(=O)CCc1c[nH]c2ccccc12)Nc1cc([N+](=O)[O-])ccc1Cl
  A: 11	B: -1	C: 1	D: -3	E: 8	F: -1	G: 0	H: -3	I: 4	J: -1.3
smiles: CN(C)S(=O)(=O)N1CCN(C(=O)c2cccs2)CC1
  A: 2	B: -2	C: 0	D: -3	E: 4	F: -3	G: 10	H: 1	I: -1	J: 0.2

Grouped by structure, the entries above with a Cl atom
Key to letters – A = HTRA1 inh; B = PRMT1 inh; C = SIAE inh; D = TDP2 absorb; E = ABHD4 inh; F = NR1D1 modulator; G = TCR CD3 inh; H = LEDGF integ inh; I = rCAG binder; J = PG9 binder
smiles: O=c1onc(-c2c(F)cccc2F)n1-c1ccccc1Cl
  A: 22	B: 0	C: -2	D: -3	E: -2	F: 0	G: 0	H: -4	I: 4	J: -0.2
smiles: O=C(COC(=O)CCc1c[nH]c2ccccc12)Nc1cc([N+](=O)[O-])ccc1Cl
  A: 11	B: -1	C: 1	D: -3	E: 8	F: -1	G: 0	H: -3	I: 4	J: -1.3

Just rCAG binder, TDP2 absorb and PG9 binder, for some of the entries so far:
| SMILES | rCAG binder | TDP2 absorb | PG9 binder |
| --- | --- | --- | --- |
| COc1ccccc1N1CCN(C2CCCCC2NS(=O)(=O)c2ccccc2)CC1 (stereo not given) | -4 | 11 | -1.0 |
| CCC(C)(C)C1CCC2(CC1)NC(=O)N(CC(=O)N1CCN(c3ccccc3OC)CC1)C2=O (stereo not given) | 2 | 12 | -0.3 |
| CN(C(=O)c1ccc(NC(=O)Cc2cccc(NC(=O)C3CCCN(C(=O)C4CCC4)C3)c2)cc1)C1CC1 (stereo not given) | 2 | 3 | 0.6 |

Remaining list, next part
Key to letters – A = HTRA1 inh; B = PRMT1 inh; C = SIAE inh; D = TDP2 absorb; E = ABHD4 inh; F = NR1D1 modulator; G = TCR CD3 inh; H = LEDGF integ inh; I = rCAG binder; J = PG9 binder
smiles: Cc1cccc2[nH]c(CN(C)C(=O)C3CCC(=O)N(C4CC4)C3)nc12 (stereo not given)
  A: 5	B: 2	C: 1	D: 9	E: 4	F: -6	G: -2	H: -1	I: 1	J: 0.8
smiles: COc1ccc(C(=O)NCCSCc2ccccc2C)cc1
  A: -1	B: -4	C: -1	D: 5	E: -1	F: -2	G: 6	H: 3	I: -4	J: -2.4
smiles: CC(=O)N[C@@H](Cc1c[nH]c2ccccc12)C(=O)OCC(=O)Nc1ccc(Cl)c(S(=O)(=O)N(C)C)c1
  A: -13	B: 0	C: -7	D: -4	E: -5	F: 10	G: -1	H: -4	I: 12	J: 2.2
smiles: CCCCn1c(N)c(N(CC)C(=O)CSc2nnc(-c3ccco3)n2CC)c(=O)[nH]c1=O
  A: 1	B: 0	C: 1	D: -12	E: 1	F: 0	G: 6	H: 0	I: -5	J: 0.1
smiles: COc1ccc(CC(N)c2csc(Nc3ncccn3)n2)cc1 (stereo not given)
  A: /	B: -5	C: -6	D: 8	E: 0	F: -3	G: 6	H: 4	I: 11	J: 0.6
smiles: COc1ccc(C2=CC(=O)OC(C)(c3ccccc3)O2)cc1 (stereo not given)
  A: -3	B: 1	C: 5	D: 7	E: -3	F: -4	G: 6	H: 0	I: 1	J: 0.4
smiles: Cc1ccc(C(=O)Nc2ccccc2-c2ccccc2)cc1S(=O)(=O)Nc1cccc(C)c1C
  A: -92	B: -4	C: -76	D: -15	E: -61	F: -1	G: 2	H: 0	I: 8	J: -1.1
smiles: O=c1[nH]nc(CNc2cccc(C(F)(F)F)c2)c2ccccc12
  A: -8	B: 0	C: -3	D: -4	E: 0	F: 7	G: -11	H: 0	I: 0	J: 0.2
smiles: CCC1=NN(C(=O)c2cccnc2)C(O)(C(F)(F)F)C1 (stereo not given)
  A: 1	B: 2	C: -7	D: -1	E: 0	F: 0	G: 0	H: 2	I: 0	J: -2.3
smiles: CCOc1cc(NC(=O)c2ccco2)c(OCC)cc1NC(=O)c1ccco1
  A: 0	B: -3	C: 8	D: 13	E: 4	F: -8	G: 5	H: 0	I: 2	J: -1.0
smiles: CC1NC(=O)c2cccnc2-n2c1nc1cc(F)ccc1c2=O (stereo not given)
  A: 2	B: -2	C: -4	D: 4	E: -3	F: -4	G: 0	H: 0	I: 2	J: 0.6
smiles: O=c1c2ccc([N+](=O)[O-])cc2ncn1CCOc1ccccc1
  A: 0	B: 3	C: 12	D: 1	E: 3	F: -4	G: 6	H: -2	I: 2	J: 0.0
smiles: CN1CCC(N(C)CC(=O)Nc2ccccc2N2CCOCC2)CC1
  A: 4	B: 0	C: 5	D: 15	E: 21	F: 2	G: -4	H: 4	I: 0	J: -0.6
smiles: Cc1[nH]c2ccccc2c1C1=NNC(=Nc2ccc(F)cc2)SC1
  A: 30	B: 5	C: 12	D: -8	E: 1	F: 2	G: -1	H: 1	I: 17	J: -1.3
smiles: O=C(Nc1ccccc1C(=O)Nc1ccccc1C(=O)NCc1ccco1)c1ccco1
  A: -73	B: 0	C: -16	D: -11	E: -20	F: 3	G: 0	H: 0	I: 15	J: 0.6
smiles: CCC(Oc1ccccc1)C(=O)Nc1ccccc1C(=O)N1CCOCC1 (stereo not given)
  A: 0	B: 2	C: 5	D: 5	E: 1	F: 5	G: 7	H: 3	I: -3	J: -1.5
smiles: Cc1cc(C)cc(N=Cc2[nH]c3ccc(Br)c(Cl)c3c2O)c1
  A: -4	B: 6	C: -1	D: 23	E: 13	F: 8	G: -5	H: -1	I: 3	J: -0.8
smiles: O=C(CCc1nc(-c2ccccc2F)no1)NCCN1CCOCC1
  A: 13	B: -3	C: -8	D: -10	E: -7	F: -1	G: 9	H: 1	I: 1	J: -1.9
smiles: C/C(=N/OC(=O)c1ccc(Br)cc1)c1ccc(C)cc1
  A: 1	B: -2	C: -3	D: -6	E: -6	F: 4	G: -9	H: -4	I: -3	J: 0.1
smiles: CC(=O)Nc1nonc1-c1nc2ccccc2n1C
  A: 9	B: -4	C: 9	D: 3	E: 1	F: -1	G: 3	H: 0	I: 0	J: -2.0
smiles: CC(C)N1CCc2c(sc(NC(=O)c3ccc([N+](=O)[O-])o3)c2C(N)=O)C1
  A: 2	B: -1	C: 7	D: -23	E: 9	F: 2	G: 6	H: -2	I: 1	J: -24
smiles: O=C(COc1cccc(Cl)c1)Nc1ccc(N2CCOCC2)cc1
  A: 3	B: 0	C: 3	D: 3	E: 5	F: -1	G: 0	H: -1	I: 6	J: -1.6
smiles: N#CCCn1nc(-c2ccccc2)cc1-n1c(C(F)(F)F)nc2ccccc21
  A: -19	B: -2	C: -5	D: -11	E: -10	F: 1	G: 9	H: 0	I: -9	J: -1.0
smiles: CCOc1ccc(NC(=O)c2ccccc2O)cc1
  A: -2	B: 2	C: -1	D: 5	E: -1	F: 0	G: -6	H: 1	I: -1	J: 2.2
smiles: C=CCn1c(N)c(C(=O)NC2CCCCC2)sc1=S
  A: -1	B: 2	C: -3	D: 9	E: 4	F: -1	G: -7	H: -2	I: 1	J: -2.4
smiles: CCOc1ccc(NC(=O)CC2C(=O)N(C)C(=S)N2CCCc2ccccc2)cc1 (stereo not given)
  A: -4	B: -1	C: -1	D: -1	E: 0	F: 3	G: 3	H: 1	I: -2	J: -1.3
smiles: Cc1ccc(NC(=O)CNC(=O)c2ccco2)cc1
  A: 10	B: -3	C: -4	D: 8	E: 3	F: -1	G: 3	H: -4	I: 0	J: -2.1
smiles: CC(=O)Cc1nsc(NC(=O)c2ccccc2)n1
  A: -2	B: 1	C: -1	D: -18	E: -2	F: 1	G: 6	H: 1	I: 3	J: 0.8

Quoted at random: two records from the list, in no set order.
Key to letters – A = HTRA1 inh; B = PRMT1 inh; C = SIAE inh; D = TDP2 absorb; E = ABHD4 inh; F = NR1D1 modulator; G = TCR CD3 inh; H = LEDGF integ inh; I = rCAG binder; J = PG9 binder
smiles: CC(=O)Cc1nsc(NC(=O)c2ccccc2)n1
  A: -2	B: 1	C: -1	D: -18	E: -2	F: 1	G: 6	H: 1	I: 3	J: 0.8
smiles: CCOc1ccc(NC(=O)CC2C(=O)N(C)C(=S)N2CCCc2ccccc2)cc1 (stereo not given)
  A: -4	B: -1	C: -1	D: -1	E: 0	F: 3	G: 3	H: 1	I: -2	J: -1.3
